# B2AR arrestin: beta2AR (human) beta-arrestin recruitment activity; AID 492947; 330,000 tested, 0.02% active; Potency, µM (titrated, usually from 46.1 µM), without a hit: top-dose activation, most hits filed as activators; beta-arrestin recruitment to beta2AR, cell-based reporter;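 also: potency is read from the fitted curve at half-maximal effect; 0% = DMSO controls and full agonism = EC100 isoproterenol or metaproterenol; nearly all actives have a fitted effect of over 65% in size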
# PKM2 activator: PKM2 (human) enzyme activation. P14618. purified PKM2, Kinase-Glo ATP luminescence, activation; response scale: 0% is enzyme alone, no compound. Potency, µM (highest dose often 57.5 µM), without a hit: at the top dose activation, usual class: activators. 260,000 tested, 0.34% active. AID 1631; also: potency is read from the fitted curve at half-maximal effect; % is scaled to controls: 0 for no effect and ±100 for the full control effect; nearly all actives have a fitted effect of over 55% in size
#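 hPK-M2, >95% pure; 0.1 mM ADP / 0.5 mM PEP final; imidazole pH7.2 buffer w/ 7 mM MgCl2, 50 mM KCl; 1 h RT; Kinase-Glo lum. Intermediate enzyme activity for dual inhibitor/activator qHTS.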
# USP2a inh: blocks human ubiquitin-specific protease USP2a; O75604; USP2 core, Ub-CHOP2 coupled fluorogenic reporter, 485/531; Potency, µM (doses to about 38.3 µM), for inactives: at the top dose activity change, negative = inhibition, usual class: inhibitors; 330,000 tested, 0.01% active; AID 463254;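 also: potency is read from the fitted curve at half-maximal effect; plate controls were DMSO wells for no effect and full inhibition by NEM control for full effect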
#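 USP2 core (10nM final) preincubated 30min RT with compound in 20mM Tris-HCl pH 8.0, 2mM CaCl2, 2mM beta-mercaptoethanol, 0.05% CHAPS; 25nM Ub-CHOP2 plus 25nM reporter substrate added, fluorescence (Ex485/Em531) read after 60min.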
# GALK inhibitor: galactokinase (human) inhibition; Potency, µM (series often up to 57.5 µM), without a hit: at the top dose activity change, negative = inhibition, usual class: inhibitors; 270,000 tested, 0.007% active; Purified GALK, Kinase-Glo residual ATP luminescence; also: potency is read from the fitted curve at half-maximal effect; % is scaled to controls: 0 for no effect and ±100 for the full control effect
# Target sequence (P51570 whole entry, looked up): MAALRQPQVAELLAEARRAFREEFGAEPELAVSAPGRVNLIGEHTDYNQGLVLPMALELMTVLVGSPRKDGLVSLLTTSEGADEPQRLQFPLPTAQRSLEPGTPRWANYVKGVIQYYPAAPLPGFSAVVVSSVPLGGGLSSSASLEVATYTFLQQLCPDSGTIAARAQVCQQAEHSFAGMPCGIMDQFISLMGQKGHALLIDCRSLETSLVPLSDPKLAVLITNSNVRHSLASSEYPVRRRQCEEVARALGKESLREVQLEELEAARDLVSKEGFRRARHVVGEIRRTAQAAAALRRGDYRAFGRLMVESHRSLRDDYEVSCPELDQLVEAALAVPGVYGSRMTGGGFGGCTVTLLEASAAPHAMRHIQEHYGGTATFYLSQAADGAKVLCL
#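 Galactose (100 uM) and ATP (35 uM) were turned over by 5 nM GALK for 1 h at RT. Kinase-Glo Plus then converted the remaining ATP into a luminescent signal.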
# Menin MLL FP TR: inhibitors of human menin-MLL interaction, mutant MLL peptide | AID 1768 | Menin + Texas Red MLL mutant peptide, fluorescence polarization | Potency, µM (titrated, usually from 61.6 µM), for inactives: at the top dose FP activity change, negative = inhibition, hits mostly inhibitors | 270,000 tested, 0.23% active; active = well fitted inhibition curve with a large enough effect in the polarisation, with a control signal flat, not every such curve was filed as active; inconclusive = small, poorly fitted or top-dose-only effect, or effect the other way, or a change in a side signal; inactive = no such curve, though single readings can be large or run the other way; the % refers to the polarisation; also: potency is read from the fitted curve at half-maximal effect; % of control where 0% means no effect; many of its hits are not listed in these tables
# Target sequence (O00255 whole entry, looked up): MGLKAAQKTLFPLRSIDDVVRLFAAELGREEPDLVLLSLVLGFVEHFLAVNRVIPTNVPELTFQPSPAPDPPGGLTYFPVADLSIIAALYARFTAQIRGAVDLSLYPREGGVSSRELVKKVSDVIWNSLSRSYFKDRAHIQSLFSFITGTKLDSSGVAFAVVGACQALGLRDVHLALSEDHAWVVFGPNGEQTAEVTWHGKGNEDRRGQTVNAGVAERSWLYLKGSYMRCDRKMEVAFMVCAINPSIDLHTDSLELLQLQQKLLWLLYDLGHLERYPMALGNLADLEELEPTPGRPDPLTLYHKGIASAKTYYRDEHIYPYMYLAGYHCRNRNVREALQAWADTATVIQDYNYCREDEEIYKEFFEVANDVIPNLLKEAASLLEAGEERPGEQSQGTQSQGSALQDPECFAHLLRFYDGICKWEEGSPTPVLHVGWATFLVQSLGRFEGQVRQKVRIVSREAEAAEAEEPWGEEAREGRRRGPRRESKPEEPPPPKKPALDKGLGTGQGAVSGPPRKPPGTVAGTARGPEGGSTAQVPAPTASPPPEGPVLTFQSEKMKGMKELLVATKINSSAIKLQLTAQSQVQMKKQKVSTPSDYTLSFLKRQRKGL
# Giardia kill: Giardia lamblia killing; activity change, % at 7.66 µM, hits read low; Giardia lamblia trophozoite viability; 340,000 tested, 0.15% active; AID 540267; in the data active = activity change below about -80%; inconclusive = between about -30% and that limit;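 also: parasites exposed to compound for two days anaerobically before the ATP read; % is scaled to controls: 0 for no effect and ±100 for the full control effect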
#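 ATP-content bioluminescence gauges trophozoite survival. Cells (100/well) receive compound and incubate anaerobically for 48 hrs at 37 deg C; detection reagent follows for 15-30 min at room temperature.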
# TRPV1 agonist: human TRPV1 agonism; Q8NER1; TRPV1-expressing cells, Fluo-8 calcium influx, agonist mode; activation, % at 8.33 µM; 320,000 tested, 0.19% active; in the data active = activation above about 80%; inconclusive = between about 30% and that limit; also: 0% is about no effect
#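 Fluo-8 calcium influx in TRPV1-expressing cells, kinetic read (ex 480/em 520 nm). Compound added and read 3 min for agonist activity, followed by capsaicin at EC20 final and 2 min further read for enhancement.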
# hERG WT inh: inhibitors of human wildtype KCNH2 potassium channel; activity change, % at 1.84 µM; AID 720551; U2OS, BacMam KCNH2, thallium flux FluxOr; active compounds read low; 340,000 tested, 0.37% active;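 active = maximum activity change below -70%; inconclusive = maximum activity change between -70% and -50%; inactive = maximum activity change above -50%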; also: % is scaled to controls: 0 for no effect and ±100 for the full control effect
#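 U2OS cells transduced with wild-type KCNH2 virus are loaded with FluxOr dye for 45 min, and thallium flux is measured in kinetic reads before and after stimulation buffer. Rate constants are normalized to DMSO controls.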
# Coupling enz: coupling enzyme interference in Giardia aldolase counter-screen; coupling enzyme system counterscreen, AmpLite Red fluorescence; AID 2472; 290,000 tested, 0.67% active; activity change, negative = inhibition, % at 58.2 µM, hits read low; in the data active = activity change below about -30%; also: % is scaled to controls: 0 for no effect and ±100 for the full control effect
#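 Compounds tested against the coupling enzymes alone at 57.5 uM final; readout was AmpLite Red fluorescence (525/598 nm) after 20 min at RT.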
# KCNH2 3.1 inh: inhibitors of human KCNH2 3.1 potassium channel isoform; activity change, % (tested at about 1.8 µM); U2OS KCNH2 3.1, thallium flux FluxOr; active compounds read low; AID 720553; 340,000 tested, 0.95% active;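 active = maximum activity change below -70%; inconclusive = maximum activity change from -70% to -50%; inactive = maximum activity change above -50%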;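 also: thallium influx rate constant from kinetic fluorescence after stimulation buffer; % is scaled to controls: 0 for no effect and ±100 for the full control effect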
#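 Channel expression came from 3.1 mutant virus (1.77 x 10^8 /mL) applied to suspended U2OS cells for 4 h. Flux was tracked with FluxOr dye plus Red40 quencher, and kinetic rate constants normalized to controls.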
# CXXC DNA block: MLL CXXC-DNA interaction inhibition; 290,000 tested, 0.037% active; Potency, µM (titrated, usually from 115 µM), for inactives: at the top dose activity change, negative = inhibition, actives largely listed as inhibitors; AID 2662; MLL-CXXC / FITC-HOXA9 DNA fluorescence polarization; Q03164; active = well fitted inhibition curve with a large enough effect in the polarisation, with a control signal flat, not every such curve was filed as active; inconclusive = small, poorly fitted or top-dose-only effect, or effect the other way, or a change in a side signal; inactive = no such curve, though single readings can be large or run the other way; the % refers to the polarisation; also: potency is read from the fitted curve at half-maximal effect
#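 Steps: dispense CXXC domain solution (7 uM) → pin compounds or unlabeled HOX-A9 DNA control → 5 min ambient → add FLSN-HOX-A9 solution (50 nM) → spin → 30 min ambient → fluorescence polarization. Tris pH 7.5/NaCl/DTT/BSA buffer.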
# An asterisk follows results filed as active; u = inconclusive; x = no result given. Unless noted, calls follow the shape of the dose curve; as a rule, active = well fitted curve in the direction sought with a large enough effect; inconclusive = small, poorly fitted or top-dose-only effect, or another doubt; inactive = no such curve, though single readings can be large; an effect the other way counts as inactive or inconclusive.
SMILES,B2AR arrestin,PKM2 activator,USP2a inh,GALK inhibitor,Menin MLL FP TR,Giardia kill,TRPV1 agonist,hERG WT inh,Coupling enz,KCNH2 3.1 inh,CXXC DNA block
COc1cc(NC(=O)c2cc([N+](=O)[O-])ccc2NC(=O)CNC2CCCCC2)cc(OC)c1,0.1%,-3%,-2%,-2%,26%,-6,0,6,-1,-22,-4%
C[C@H]1CN([C@@H](C)CO)C(=O)Cc2cc(NS(=O)(=O)c3ccc(Cl)cc3)ccc2O[C@@H]1CN(C)C(=O)Nc1cccc2ccccc12,-1.0%,x,2%,x,x,22,x,-2,x,8,x
CCC1OC(=O)C(C)C(OC2C[C@@](C)(OC)C(O)C(C)O2)C(C)C(O[C@@H]2OC(C)CC(N(C)C)C2O)[C@](C)(O)CC(C)C(=NOCOCCOC)C(C)C(O)[C@]1(C)O (stereo not given in full),-0.1%,x,2%,x,x,18,-1,-6,x,2,x
Cc1ccc(C(=O)C2CCN(S(=O)(=O)c3ccccc3C(=O)O)CC2)cc1,-0.1%,1%,2%,0%,-3%,15,0,-6,7,1,17%
COc1ccc(CNC(=O)c2csc(Cc3ccccc3)n2)cc1,-0.1%,0%,-2%,-1%,4%,1,u,-2,0,-2,9%
CCCCN(C(=O)CSc1nn(-c2ccc(F)cc2)c(=S)s1)c1c(N)n(CCCC)c(=O)[nH]c1=O,0.4%,x,1%,x,x,-11,1,-4,x,-42,x
O=C(C1CCN(C2CCN(Cc3ccc4c(c3)CCO4)CC2)CC1)N1CCOCC1,-0.8%,3%,2%,-3%,-2%,17,-1,27,3,-3,-3%
CCOc1ccc(-n2cnc3sc(C)c(C)c3c2=O)cc1,-0.2%,-1%,-1%,5%,-2%,5,22,-4,2,8,-4%
Cc1ccccc1C(=O)NNC(=O)c1cccc([N+](=O)[O-])c1,0.0%,-6%,0%,-1%,28%,-10,8,8,8,-14,-2%
COC(=O)COc1nc(C)c(Br)c(OC)n1,0.2%,3%,2%,-2%,-18%,-1,0,-11,2,-34,-2%
O=c1c2ccccc2nc2n1CCO2,0.5%,x,-1%,5%,22%,-2,0,-3,5,33,u
CCOC(=O)C1CCN(CC(C)(C)NS(=O)(=O)c2ccc(Cl)cc2)CC1,0.0%,-12%,-1%,-3%,2%,8,3,25,0,-12,-6%
O=C(O)CCN(CCC(=O)O)S(=O)(=O)c1ccccc1,-0.2%,-7%,-7%,0%,12%,-6,1,4,2,14,2%
CN(C(=O)C1CCC(=O)N(Cc2cccc(F)c2)C1)C1CCCCC1 (stereo not given),-0.9%,-7%,1%,4%,x,21,0,14,x,5,u
COc1ccc(/C=N/NC(=O)C(=O)N2CCCCCC2)cc1O,0.1%,6%,-4%,-2%,x,-6,-1,28,x,0,13%
COc1ccc(CCN2CC(C(=O)NCCN3CCCC3=O)CCC2=O)cc1 (stereo not given),0.4%,-3%,-2%,-6%,-2%,3,-2,8,0,-14,u
O=C(OC(C(=O)NCC1CCCO1)c1ccccc1F)c1ccco1 (stereo not given),0.1%,5%,2%,0%,0%,17,-2,-9,1,-1,-3%
COc1cccc(OC)c1C(=O)Nc1ccc2c(c1)Cc1ccccc1-2,-0.4%,-3%,-11%,2%,0%,-5,-4,3,0,13,-2%
COc1ccc2oc(C(=O)OCC(=O)N(C)CC(=O)Nc3ccc(C)cc3)c(C)c2c1,-0.9%,x,0%,x,x,-6,-1,4,x,-5,x
CN(C)c1nc(N(C)C)nc(N(C#N)Cc2ccc(Cl)cc2)n1,-0.6%,x,1%,-2%,-18%,3,21,16,1,6,9%
O=C(NC1CC(=O)N(c2ccc(Cl)cc2)C1)C1CC1 (stereo not given),-0.7%,x,-1%,x,x,-10,-2,-5,x,-5,x
CCCc1cc(=O)[nH]c(SCC(=O)N2CCC(C)CC2)n1,-1.7%,x,-1%,-1%,-5%,-8,0,14,1,-15,7%
NC(=O)C(CC(=O)O)NC(=O)[C@@H]1CCCNc2c(I)cc([N+](=O)[O-])cc2C(=O)N[C@@H](CO)C(=O)N[C@@H](Cc2ccc(O)cc2)C(=O)N1 (stereo not given in full),0.2%,2%,0%,x,20%,6,-3,-3,0,18,4%
CC(C)Cn1c(=O)c2ccccc2n2c(CCC(=O)O)nnc12,0.1%,x,2%,0%,-11%,22,-8,-4,4,-8,-1%
COc1cc(NC(=O)c2cccs2)ccc1NC(=O)Cc1ccccc1,0.5%,-1%,0%,1%,17%,3,14,-1,0,-1,-8%
# (cont.)
SMILES,B2AR arrestin,PKM2 activator,USP2a inh,GALK inhibitor,Menin MLL FP TR,Giardia kill,TRPV1 agonist,hERG WT inh,Coupling enz,KCNH2 3.1 inh,CXXC DNA block
COc1cccc(-c2csc(N3CCN(Cc4ccccc4)CC3)n2)c1,-0.2%,0%,-1%,6%,10%,-5,4,2,1,10,5%
CC(Oc1ccc(F)cc1)c1ccnc2nc(/N=C/N(C)C)nn12 (stereo not given),-0.2%,-4%,0%,-4%,2%,0,5,4,6,-5,-5%
CNC(=S)N(CCc1ccccc1)Cc1cc2cc(OC)c(OC)cc2[nH]c1=O,-0.2%,4%,0%,1%,11%,17,0,4,5,6,9%
Cc1cc(OC(=O)c2c(Cl)cccc2Cl)nc(C)n1,-0.9%,-12%,-1%,0%,-8%,4,2,-12,2,18,28%
Cc1cc(NS(=O)(=O)c2ccc(NC(=O)c3cc(-c4cccnc4)nc4ccc(Cl)cc34)cc2)no1,0.3%,0%,1%,-2%,u,-2,-8,36,4,10,-17%
CCOc1ccc(NC(=O)CCNC(=O)C2CCN(S(=O)(=O)c3ccccc3)CC2)cc1,-0.8%,x,2%,-1%,x,-12,2,4,x,13,1%
O=C(NCC(=O)N(CC1CCCO1)C(C(=O)NC1CCCCC1)c1cccnc1)c1cccs1 (stereo not given),0.1%,x,0%,0%,-12%,26,3,7,4,4,-6%
COc1ccc(CCNC(=O)C(=O)NN=C2CCCCCCC2)cc1OC,-1.0%,-4%,0%,3%,x,-2,3,-3,2,-5,-5%
COc1cc(/C=C2/C(=O)ON=C2C)ccc1OCc1ccccc1F,-0.2%,28%,-1%,-5%,u,-13,-5,11,2,6,-18%
Cn1c(=O)[nH]c(=O)c2c1nc(OC(=O)c1ccccc1)n2CC(O)COc1ccc(F)cc1 (stereo not given),0.1%,2%,4%,5%,u,2,12,-7,13,13,8%
O=C(COC(=O)[C@@H]1CC(O)CN1S(=O)(=O)c1ccc(Cl)cc1)NC(=O)NCc1ccccc1 (stereo not given in full),0.2%,x,-6%,x,x,-2,-3,-1,x,-6,x
O=C(c1ccco1)N(CCO)Cc1cc2cc3c(cc2[nH]c1=O)OCO3,-0.1%,u,-2%,5%,5%,-21,3,0,2,-2,-6%
COCc1cc(Sc2c(Cl)cccc2Cl)nc(-c2ccccc2)n1,-0.3%,1%,-2%,-2%,19%,12,-3,-3,0,-12,-12%
O=C(N/N=C/c1cc2c(cc1Cl)OCO2)c1ccc2c(c1)OCCO2,0.1%,-3%,2%,11%,x,10,u,-10,0,1,0%
COc1ccc2[nH]cc(CCCN3C(=O)c4ccccc4C3=O)c2c1,0.2%,-6%,-1%,-4%,u,-7,22,1,2,6,4%

# An excerpt of these results, as labelled records.
> O=C(NCC(=O)N(CC1CCCO1)C(C(=O)NC1CCCCC1)c1cccnc1)c1cccs1 (stereo not given)
  B2AR arrestin = 0.1% | PKM2 activator = x | USP2a inh = 0% | GALK inhibitor = 0% | Menin MLL FP TR = -12% | Giardia kill = 26 | TRPV1 agonist = 3 | hERG WT inh = 7 | Coupling enz = 4 | KCNH2 3.1 inh = 4 | CXXC DNA block = -6%

> COc1ccc(CCNC(=O)C(=O)NN=C2CCCCCCC2)cc1OC
  B2AR arrestin = -1.0% | PKM2 activator = -4% | USP2a inh = 0% | GALK inhibitor = 3% | Menin MLL FP TR = x | Giardia kill = -2 | TRPV1 agonist = 3 | hERG WT inh = -3 | Coupling enz = 2 | KCNH2 3.1 inh = -5 | CXXC DNA block = -5%

> COc1cc(/C=C2/C(=O)ON=C2C)ccc1OCc1ccccc1F
  B2AR arrestin = -0.2% | PKM2 activator = 28% | USP2a inh = -1% | GALK inhibitor = -5% | Menin MLL FP TR = u | Giardia kill = -13 | TRPV1 agonist = -5 | hERG WT inh = 11 | Coupling enz = 2 | KCNH2 3.1 inh = 6 | CXXC DNA block = -18%

> Cn1c(=O)[nH]c(=O)c2c1nc(OC(=O)c1ccccc1)n2CC(O)COc1ccc(F)cc1 (stereo not given)
  B2AR arrestin = 0.1% | PKM2 activator = 2% | USP2a inh = 4% | GALK inhibitor = 5% | Menin MLL FP TR = u | Giardia kill = 2 | TRPV1 agonist = 12 | hERG WT inh = -7 | Coupling enz = 13 | KCNH2 3.1 inh = 13 | CXXC DNA block = 8%

# Screening data: PubChem, National Center for Advancing Translational Sciences (NCATS)

# A portion of the library. The share of hits here may be higher or lower than overall.
